From PubChem BioAssay
Growth percent in the NCI-60 one-dose screen (48 h, 10 µM unless noted): 100 = growth as untreated, 0 = no growth, -100 = all killed.
UACC-62 – UACC-62 melanoma. 5.4% of 81,000 active
MALME-3M – MALME-3M melanoma; 5.8% of 78,000 active
EKVX – EKVX NSCLC; AID 1794765; 3% of 71,000 active
A549/ATCC – A549/ATCC NSCLC; 3.7% of 81,000 active
HOP-62 – HOP-62 NSCLC | 3.9% of 80,000 active
M14 – M14 melanoma; 6.2% of 80,000 active
HOP-92 – HOP-92 NSCLC cells. 6.3% of 71,000 active
UACC-257 – UACC-257 melanoma. 4.4% of 78,000 active. AID 1794764
* = called active by the depositor; . = no result given. Rule for the calls: active = growth percent below 10; inactive = the rest. Not a hit list. About 10% of those tested had a hit in this group.

# | mol | UACC-62 | MALME-3M | EKVX | A549/ATCC
1 | Oc1ccc(-c2nccs2)cc1 | 109.0 | . | 106.3 | 98.5
2 | CSc1ccc(C)cc1 | 104.4 | 126.0 | 112.8 | 103.4
3 | N#Cc1nnn2c1nc(N)c1c(Cl)cccc12 | 78.8 | 117.9 | . | 103.1
4 | O=C(/C=C/c1ccc2c(c1)OCO2)c1ccccc1 | 84.5 | 89.2 | 100.7 | 87.1
5 | Cc1cc(=O)c2c(o1)C(=O)c1occc1C2=O | 120.2 | 162.7 | 107.4 | 111.7
6 | O=C(N/N=C/c1ccccc1O)Nc1nn[nH]n1 | . | . | . | 107.9
7 | Cc1ccc(-n2cnc3c(Nc4ccccn4)nc(Cl)nc32)c(C)c1 | 94.0 | 97.6 | 97.5 | 103.5
8 | CCOC(=O)c1c(Nc2ccccc2)nn2c(N)c(C#N)c(-c3ccccc3)nc12 | 83.4 | 96.0 | 82.3 | 97.0
9 | CCOC(=O)c1ccc(NC(=S)NC(=O)c2ccc(NC(C)=O)cc2)cc1 | 74.2 | 73.8 | 75.0 | 116.3
10 | OC(Nc1ccccn1)(C(F)(F)F)C(F)(F)F | 100.8 | 97.1 | . | 96.1
11 | COc1cc(Nc2nc3ccccc3cc2C(=O)Nc2ccc(F)cc2)cc(OC)c1OC | 68.4 | 130.1 | . | 56.3
12 | CC(NCCc1ccc(O)cc1)C(O)c1ccc(O)cc1 (stereo not drawn) | 99.2 | 97.8 | 99.2 | 110.0

# | HOP-62 | M14 | HOP-92 | UACC-257
1 | 103.9 | 109.6 | 91.2 | 98.8
2 | 112.6 | 109.5 | . | 106.9
3 | 101.6 | 91.9 | 81.3 | .
4 | 92.8 | 102.3 | 15.6 | 86.9
5 | 94.0 | 119.4 | . | 109.5
6 | 110.7 | 103.0 | . | 104.0
7 | 101.4 | 93.2 | 94.5 | 100.5
8 | 97.7 | 89.0 | 81.8 | 110.8
9 | 98.3 | 93.0 | 95.1 | 114.2
10 | 84.0 | 96.5 | 91.3 | 130.6
11 | 83.0 | 45.7 | 66.1 | 82.2
12 | 99.7 | 109.7 | 71.7 | 120.3

(next part)
# | mol | UACC-62 | MALME-3M | EKVX | A549/ATCC
13 | COc1cc(-c2nc(-c3ccccc3)[nH]c2-c2ccnc(NCCCNS(=O)(=O)c3ccccc3)n2)ccc1Cl | 97.1 | 95.3 | 78.4 | 78.2
14 | Cn1cc(-c2noc(-c3cn(C)c4ncccc34)n2)c2cc(Cl)ccc21 | 93.1 | 90.7 | 89.3 | 79.7
15 | Cc1ccc(NCN2C(=O)c3ccccc3C2=O)cc1Cl | 89.9 | 112.9 | 99.2 | 98.2
16 | O=c1[nH]c2ccccc2c(O)c1/C=N/C(=S)NCCc1ccccc1 | 105.0 | 99.2 | 101.2 | 106.8
17 | CC(C)OC(=O)c1ccc([N+](=O)[O-])cc1 | 100.2 | 131.0 | 96.0 | 101.3
18 | NS(=O)(=O)c1ccc(CCn2c(SCC(=O)c3ccc(F)cc3)nc3ccccc3c2=O)cc1 | 101.1 | 105.1 | 101.5 | 100.4
19 | CC(=O)N(O)CCCCCNC(=O)CCC(=O)N(O)CCCCCNC(=O)CCC(=O)N(O)CCCCCN(CCCCCCCCCC[P+](c1ccccc1)(c1ccccc1)c1ccccc1)CCCCCCCCCC[P+](c1ccccc1)(c1ccccc1)c1ccccc1 | -10.6* | -17.4* | 6.0* | 9.0*
20 | CCCCSc1nc(NC2CC2)c(C#N)c(-c2ccc(OC)cc2)n1 | 78.0 | 134.4 | 100.7 | 70.1
21 | C=CCOc1ccccc1/C=N/N=C1\SCC(=O)N1c1c(C)n(C)n(-c2ccccc2)c1=O | 95.5 | 108.1 | 87.8 | 100.9
22 | O=C(/C(Br)=C/c1ccccc1)c1ccccc1 | 8.0* | -36.9* | 108.8 | 78.6
23 | COc1cc(OC)c2oc(=O)c(-c3ccccc3)cc2c1 | 93.9 | 103.1 | 104.1 | 93.0
24 | O=C1/C(=C/c2ccc(N3CCCC3)cc2)Cc2cc3c(cc21)OCO3 | 96.8 | 96.7 | 90.2 | 101.7

# | HOP-62 | M14 | HOP-92 | UACC-257
13 | 146.5 | 76.2 | 136.3 | 95.8
14 | 93.2 | 91.6 | 134.6 | 102.9
15 | 105.6 | 98.3 | 112.2 | 89.4
16 | 91.5 | 92.9 | 96.7 | 108.0
17 | 110.5 | 107.8 | 84.1 | 101.4
18 | 94.6 | 109.0 | 108.8 | 103.7
19 | 7.3* | 11.0 | -18.4* | -10.9*
20 | 97.1 | 129.9 | 76.3 | 109.0
21 | 112.8 | 104.7 | 105.3 | 108.2
22 | 80.3 | -95.4* | . | -5.2*
23 | 99.7 | 100.3 | 89.2 | 92.3
24 | 95.4 | 101.3 | 107.6 | 104.0

(listing goes on)
# | mol | UACC-62 | MALME-3M | EKVX | A549/ATCC
25 | CC(=O)NC1Oc2ccccc2-c2oc(=O)c(-c3ccccc3)cc21 (stereo not drawn) | 92.5 | 101.2 | 101.8 | 101.1
26 | COc1cc(/C=N/NC(=O)c2ccc(S(C)(=O)=O)cc2)cc(OC)c1OC | 96.5 | 95.7 | 102.5 | 77.2
27 | O=C(Nc1ccc(OS(=O)(=O)c2ccccc2)cc1)C1CCCCCCC1 | 97.0 | 106.8 | 96.3 | 90.8
28 | CCOc1ccc(C(=O)Nc2ncc(Cc3ccc(F)cc3)s2)cc1 | 33.0 | 63.6 | 41.3 | 33.6
29 | COc1ccc(/C=C(\Cc2nc3ccccc3[nH]2)C(=O)c2nc3ccccc3[nH]2)cc1 | 80.6 | 109.2 | 98.1 | 97.5
30 | COc1ccc(O)c(/C(=C/C(=O)O)c2nc(-c3ccccc3)c(-c3ccccc3)[nH]2)c1 | 74.9 | 89.3 | 82.6 | 81.2
31 | CC(=O)c1ccc(Nc2nc(NCc3ccccc3)c3ccccc3n2)cc1 | 93.6 | 96.0 | 95.9 | 94.6
32 | C/C(=N\NC(=O)Nc1c(Cl)cccc1Cl)c1cc2ccccc2oc1=O | 91.5 | 96.7 | 98.1 | 104.8
33 | CCCCNS(=O)(=O)c1cccc(C(=O)Nc2ccccc2F)c1 | 100.4 | 91.4 | . | 92.1
34 | Cn1cnc([N+](=O)[O-])c1Sc1ncnc2c1ncn2C1OC(CO)C(O)C1O (stereo not drawn) | 51.3 | . | 93.1 | 89.6
35 | Clc1cncc(Nc2ncnc3ccc(-c4cnc5[nH]ccc5c4)cc23)c1 | 78.7 | 65.2 | 55.7 | 80.7
36 | O=C1/C(=C\c2cccc(OCCOc3ccc(Cl)cc3)c2)N=C2SCCCN12 | 61.3 | . | 54.0 | 76.9

# | HOP-62 | M14 | HOP-92 | UACC-257
25 | 102.8 | 103.8 | 91.5 | 104.5
26 | 95.5 | 96.0 | . | 71.4
27 | 101.6 | 75.5 | 75.4 | 94.3
28 | 33.7 | 15.4 | . | 77.7
29 | 94.2 | 105.2 | . | 107.9
30 | 89.2 | 90.5 | 92.1 | 105.5
31 | 97.5 | 119.2 | 91.6 | 90.9
32 | 103.8 | 96.2 | 80.7 | 97.1
33 | 102.7 | 104.8 | 90.4 | 89.9
34 | 40.3 | 17.1 | 60.6 | 95.5
35 | 77.4 | 90.2 | 58.6 | 93.8
36 | 90.8 | 74.6 | 91.9 | .

The list goes on.
# | mol | UACC-62 | MALME-3M | EKVX | A549/ATCC
37 | COc1ccc(C(C)=O)cc1S(=O)(=O)Nc1c(N)ncnc1N | 90.0 | 102.5 | 108.1 | 88.5
38 | CNC=O | 96.2 | 97.0 | 155.6 | 88.8
39 | Cc1cc(C)c(Br)c(C)c1 | 94.0 | 108.0 | 102.5 | 96.8
40 | O=C(Nc1cccc2cccnc12)c1cc(C(=O)c2ccc(Cl)cc2)n2c1ccc1c3ncccc3ccc12 | 98.3 | 86.7 | 104.6 | 95.3
41 | Nc1c(C(=O)Nc2ccc(Br)cc2)sc2nc3c(cc12)C(=O)CCC3 | 100.5 | 101.8 | . | 93.1
42 | O=c1cc(Cc2ccccc2)[nH]c(=S)[nH]1 | 96.4 | 115.6 | 114.8 | 100.7
43 | Cc1cc(=O)oc2cc(OCCOc3ccc(/C=C/C(=O)Nc4cccc([N+](=O)[O-])c4)cc3)ccc12 | 99.2 | 100.8 | 98.5 | 110.1
44 | CC(=O)Nc1ccc(-c2cc3c(NCc4ccc(C)cc4)ncnc3s2)cc1 | 82.0 | 59.9 | 78.1 | 86.6
45 | O=C(CCCCl)NNc1nccc(Nc2ccc(S(=O)(=O)Nc3ccncc3)cc2)n1 | 102.2 | 107.6 | 105.0 | 96.6
46 | CC(=O)c1cc(Cl)ccc1O | 107.8 | . | 107.6 | 101.3
47 | Cc1c(Cl)ccc2c1NC(=O)C21C2C(=O)N(c3ccccc3)C(=O)C2C2CN(C(=O)OCc3ccccc3)CCN21 (stereo not drawn) | 64.7 | 74.0 | 53.0 | 46.5
48 | C/C(=C\c1ccc(OCC(=O)O)c2ccccc12)[N+](=O)[O-] | 110.3 | 112.1 | 104.7 | 97.2

# | HOP-62 | M14 | HOP-92 | UACC-257
37 | 106.9 | 90.5 | 95.2 | 95.3
38 | 107.2 | . | 92.0 | 91.1
39 | 92.1 | . | 62.2 | 97.3
40 | 76.9 | 27.0 | 88.1 | 98.1
41 | 105.0 | 102.6 | . | 100.2
42 | 90.8 | . | . | 100.6
43 | 101.1 | 98.9 | 92.1 | 114.5
44 | 89.7 | . | 90.2 | 89.8
45 | 94.6 | 97.7 | 98.5 | 96.3
46 | 106.7 | 106.4 | . | 110.1
47 | 79.8 | 57.5 | 57.2 | 71.4
48 | 97.1 | 94.0 | 112.5 | 89.4

Profiles, looked up by structure.
`O=c1cc(Cc2ccccc2)[nH]c(=S)[nH]1` in the list: UACC-62: 96.4; MALME-3M: 115.6; EKVX: 114.8; A549/ATCC: 100.7; HOP-62: 90.8; M14: .; HOP-92: .; UACC-257: 100.6
`CC(=O)c1cc(Cl)ccc1O` in the list: UACC-62: 107.8; MALME-3M: .; EKVX: 107.6; A549/ATCC: 101.3; HOP-62: 106.7; M14: 106.4; HOP-92: .; UACC-257: 110.1
`CNC=O` in the list: UACC-62: 96.2; MALME-3M: 97.0; EKVX: 155.6; A549/ATCC: 88.8; HOP-62: 107.2; M14: .; HOP-92: 92.0; UACC-257: 91.1

The listing continues:
# | mol | UACC-62 | MALME-3M | EKVX | A549/ATCC
49 | CCCCCCCCCCCCCCCCCCNC(=S)/N=C/c1c(O)c2ccccc2[nH]c1=O | 92.8 | 97.2 | 84.9 | 99.9
50 | COc1ccc(C(=O)CSc2nc(-c3cnccn3)cc(-c3cccs3)c2C#N)cc1 | 81.4 | 95.1 | 66.0 | 82.2
51 | CC(=C(CCOP(=O)(O)O)SC(=O)c1ccccc1)N(C=O)Cc1cnc(C)nc1N | 106.9 | 102.0 | 98.2 | .
52 | O=c1c(-c2nc3ccccc3[nH]2)cc2ccccc2n1Cc1cn(Cc2cccc(Oc3ccccc3)c2)nn1 | 64.4 | 76.8 | 93.1 | 88.3
53 | O=NN(Cc1ccccc1)c1ccccc1 | 98.6 | 118.6 | 109.6 | 105.3
54 | C#C[C@]1(O)CC[C@H]2[C@@H]3CC=C4c5sc(Nc6ccncc6)nc5CC[C@]4(C)[C@H]3CC[C@@]21C | -22.8* | -71.1* | -13.7* | -14.7*
55 | COc1ccc(-c2nn3c(-c4cc(Cl)cc(Cl)c4Cl)nnc3s2)cc1 | 84.7 | 91.9 | 98.8 | 98.3
56 | CCCCCCOC(=O)N1CCCCC1CCCCC (stereo not drawn) | 100.4 | 94.4 | 116.1 | 100.0
57 | CC12CCC3C4(C)COC(c5cccc(Cl)c5)OC4CCC3(C)C1CC(C1=CCOC1=O)O2 (stereo not drawn) | 53.0 | 101.1 | 59.4 | 48.1
58 | C=CCOC(=O)c1ccccc1C(=O)OCC1CO1 (stereo not drawn) | 94.9 | . | . | 115.2
59 | S=C(Nc1ccc(OCc2nc3ccccc3[nH]2)cc1)NC1CCCCC1 | 77.6 | 67.6 | 104.3 | 104.9
60 | N=C(N)N=Nc1ccc(NN=C(N)N)cc1 | 90.8 | 138.5 | 36.3 | 8.5*

# | HOP-62 | M14 | HOP-92 | UACC-257
49 | 72.9 | 85.4 | 76.8 | 102.8
50 | 67.4 | 104.3 | 71.8 | 102.3
51 | 114.7 | 101.3 | . | .
52 | 79.2 | 89.3 | 92.2 | 99.1
53 | 100.1 | 105.8 | . | 103.2
54 | -42.3* | -49.7* | 4.3* | -44.3*
55 | 97.0 | 98.0 | 91.0 | 84.6
56 | 103.1 | 105.9 | 91.6 | 111.5
57 | 92.7 | 73.4 | 71.9 | 47.1
58 | 103.8 | 95.8 | 101.3 | 100.4
59 | 95.1 | 105.0 | 108.7 | 95.5
60 | . | 78.6 | 96.0 | 94.0

Next compounds:
# | mol | UACC-62 | MALME-3M | EKVX | A549/ATCC
61 | CC(=O)OC[C@]12CC[C@H]3[C@@H](C[C@H]4O[C@]45CC=CC(=O)[C@]35C)[C@]1(O)CC[C@@]2(O)[C@@](C)(O)C1CC(C)=C(C)C(=O)O1 (stereo partly drawn) | -71.1* | -58.4* | -14.1* | 6.2*
62 | CCCCOc1nc2cc(Cl)ccc2cc1-c1cc(-c2ccc(F)cc2)nc(-c2ccc(F)cc2)c1 | 96.8 | 101.1 | 99.3 | 97.8
63 | CC(=O)C1C(=O)C(=O)N(c2ccc([N+](=O)[O-])cc2Cl)C1=O (stereo not drawn) | 98.2 | 113.9 | 105.2 | 102.1
64 | OCc1cc(Cl)cc(CO)c1O | 93.8 | 106.4 | 108.1 | 100.0

# | HOP-62 | M14 | HOP-92 | UACC-257
61 | -34.0* | 2.6* | -34.6* | 13.7
62 | 99.9 | 100.2 | 93.7 | 101.4
63 | 95.6 | 102.5 | 90.6 | 99.6
64 | 96.1 | 96.1 | 76.7 | .
